Assay outcomes as filed in PubChem BioAssay.
Epigenetic derep = derepresses silenced GFP reporter in murine cells. murine LDR cells, GFP reporter derepression, 30 h. Potency, µM (titrated, usually from 53.9 µM), for the others: at the highest dose GFP activation, usual class: activators. 0.2% of 280,000 active. AID 1865; also: potency is read from the fitted curve at half-maximal effect; % of control where 0% means no effect; nearly all actives have a fitted effect of over 60% in size
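Reporter derepression read as number of fluorescent GFP-positive objects, 20-120 um in size, counted by laser-scanning cytometer. Mouse LDR line with an epigenetically silenced CMV-GFP locus; compound incubation 30 h, 37 C.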
NPSR antagonist = blocks cAMP signaling of the human neuropeptide S receptor. CHO-NPSR cells, cAMP TR-FRET, antagonist mode. AID 1461. Potency, µM (series often up to 38.3 µM), inactives show top-dose activity change, negative = inhibition, actives largely listed as inhibitors. 1% of 220,000 active; also: potency is read from the fitted curve at half-maximal effect; % is scaled to controls: 0 for no effect and ±100 for the full control effect; nearly all actives have a fitted effect of over 50% in size; many of its hits are not listed in these tables
Target sequence (Q6W5P4 whole entry, looked up): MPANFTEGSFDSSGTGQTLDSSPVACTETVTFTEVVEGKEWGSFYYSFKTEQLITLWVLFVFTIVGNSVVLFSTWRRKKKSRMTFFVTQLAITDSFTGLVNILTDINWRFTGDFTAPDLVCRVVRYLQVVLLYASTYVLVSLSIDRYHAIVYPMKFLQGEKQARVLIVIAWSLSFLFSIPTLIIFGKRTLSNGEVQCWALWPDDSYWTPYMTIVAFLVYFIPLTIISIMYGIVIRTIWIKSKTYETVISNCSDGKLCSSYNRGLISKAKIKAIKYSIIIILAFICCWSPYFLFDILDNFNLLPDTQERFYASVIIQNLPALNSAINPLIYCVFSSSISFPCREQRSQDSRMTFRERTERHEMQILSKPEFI
CBFb RUNX1 block = blocks binding between human CBF-beta and RUNX1 | Q01196+Q13951 | AlphaScreen CBFb-His/RUNX1-biotin binding, biochemical | Potency, µM (doses to about 59.8 µM), inactives show at the highest dose activity, negative = inhibition, usual class: inhibitors | 230,000 tested, under 10 active; also: % of control where 0% means no effect
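CBFb-His/RUNX1-biotin, 30 nM each, preincubated 20 min RT; compound 15 min RT; Ni + streptavidin beads 50 ng each, 90 min RT; AlphaScreen read.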
GLA spleen mod = inhibitors or activators of human alpha-galactosidase in spleen homogenate; P06280; human spleen homogenate, 4MU-alpha-Gal fluorescence, 40 min; Potency, µM (doses to about 80 µM), without a hit: top-dose activity change, negative = inhibition, most hits filed as inhibitors; 0.008% of 240,000 active;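 also: potency is read from the fitted curve at half-maximal effect; 0% = enzyme with vehicle and -100% = no enzyme basal signal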
Target sequence (P06280 32-429 limits assumed): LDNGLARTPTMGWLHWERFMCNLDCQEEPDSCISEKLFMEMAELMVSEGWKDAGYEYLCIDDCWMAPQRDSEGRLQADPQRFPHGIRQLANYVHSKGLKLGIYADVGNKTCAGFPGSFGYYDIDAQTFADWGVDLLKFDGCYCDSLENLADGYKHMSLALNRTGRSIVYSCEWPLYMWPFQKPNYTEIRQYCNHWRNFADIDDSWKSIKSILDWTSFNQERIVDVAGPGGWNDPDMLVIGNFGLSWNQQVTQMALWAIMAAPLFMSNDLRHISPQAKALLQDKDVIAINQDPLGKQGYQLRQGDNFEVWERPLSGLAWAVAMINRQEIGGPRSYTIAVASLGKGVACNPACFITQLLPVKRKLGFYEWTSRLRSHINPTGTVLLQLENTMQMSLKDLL
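Inhibition or activation of alpha-galactosidase in human spleen homogenate is scored by 4-MU fluorescence after 40 min at 37C, pH 5.0, with 1 mM substrate. AC50s come from concentration-response fitted to the Hill equation.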
IMPase Li inh = cell-permeable IMPase inhibitors with lithium potentiation; CHO-M1 cells, IP1 TR-FRET (IP-One), carbachol + lithium; Potency, µM (titrated, usually from 59.4 µM), inactives show top-dose activity, negative = IMPase inhibition, actives largely listed as inhibitors; 0.35% of 210,000 active;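 also: IP1 builds up when IMPase is blocked and the TR-FRET signal falls; potency is read from the fitted curve at half-maximal effect; plate controls were basal vehicle for no effect and high inhibitor control for full effect; nearly all actives have a fitted effect of over 50% in size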
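Test compounds were applied to CHO-M1 cells previously cultured for 16–30 h at 2000 per well. A small lithium amount accompanied them; after 30 min at 37C, IP1 was quantified by TR-FRET.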
Lamin A splicing = LMNA splicing modulation | HeLa LMNA splicing GFP/RFP minigene ratio, 48 h | Potency, µM (top dose mostly 46.1 µM), for inactives: top-dose ratio change, negative = inhibition, actives largely listed as inhibitors | 0.01% of 200,000 active | AID 1487; active = well fitted inhibition curve with a large enough effect in the signal ratio, with a control signal flat, not every such curve was filed as active; inconclusive = small, poorly fitted or top-dose-only effect, or effect the other way, or a change in a side signal; the % refers to the signal ratio; also: potency is read from the fitted curve at half-maximal effect; % is scaled to controls: 0 for no effect and ±100 for the full control effect
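Read-out is the ratio of GFP to DsRed2 object intensity, acquired by 488 nm laser-scanning cytometry on HeLa lamin A-EGFP minigene reporter cells. Compound incubation 48 hrs at 37 °C in Opti-MEM with 2% FBS; DMSO 0.5% final.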
Luc counter = blocks Kinase-Glo luciferase, a counter-screen artifact | Potency, µM (highest dose often 38.3 µM), for inactives: at the highest dose activity change, negative = inhibition, actives largely listed as inhibitors | Kinase-Glo luciferase, ATP luminescence, 8 min | 0.28% of 200,000 active | Q27757 | AID 1379; also: potency is read from the fitted curve at half-maximal effect; % is scaled to controls: 0 for no effect and ±100 for the full control effect; nearly all actives have a fitted effect of over 60% in size
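Compounds were added to a substrate mix at pH 7.2 (50 mM imidazole, 10 uM ATP, within the enzyme's linear range), followed by Kinase-Glo detection reagent; luminescence was measured after 8 minutes at ambient temperature.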
An asterisk follows results filed as active; ? = inconclusive; . = not tested or not shown; [ ] = another dose, or the depositor's remark. Unless noted, calls follow the shape of the dose curve; as a rule, active = well fitted curve in the direction sought with a large enough effect; inconclusive = small, poorly fitted or top-dose-only effect, or another doubt; inactive = no such curve, though single readings can be large; an effect the other way counts as inactive or inconclusive. Some of the compounds tested. The share of hits here may be higher or lower than overall.

SMILES | Epigenetic derep | NPSR antagonist | CBFb RUNX1 block | GLA spleen mod | IMPase Li inh | Lamin A splicing | Luc counter
Cc1cc(O)c2c(c1O)C(=O)C(O)=C(O)C2=O | -3.2% | . | . | 20% | 33%[activator] | . | 1%
Cc1cc(C)c(C)c(Cn2c(CO)nc3ccccc32)c1C | -1.0% | -10%[46.1 µM] | 0% | -2% | 3% | -3% | -2%
CC(C)CN1CCNC(=O)C1CC(=O)NCCc1ccc(C(F)(F)F)cc1 (stereo not given) | -5.1% | -8% | 11% | 1% | -3% | . | 4%
COC(=O)c1ccc(NC(=S)NCCCN2CCCC2=O)cc1 | 0.1% | 6% | -1% | -4% | -1% | ? | 0%
O=C(N/N=C\c1ccc(Cl)cc1)c1sccc1-n1cccc1 | -1.1% | -18%[46.1 µM] | 4% | 3% | -2%[38.3 µM] | 14% | 1%
Cc1cc(C)nc(SCc2nc3ncccn3c2Br)n1 | -2.0% | 7%[46.1 µM] | -1% | 24% | -6%[38.3 µM] | ? | -3%
Cc1ccc(O)c(CCc2ccccc2)n1 | -1.6% | 4%[46.1 µM] | 1% | 2% | -2% | -21% | -7%
COc1cc([N+](=O)[O-])cc2cc(C(=O)N3CCN=C3c3ccccc3)c(=O)oc12 | 2.4% | -12% | -1% | 6% | -16% | . | -5%
CCOCCn1c(-c2ccc(OC)cc2)nc2ccccc21 | 0.8% | -15%[46.1 µM] | -1% | 3% | 6%[38.3 µM] | 5% | 0%
Cc1ccc(-c2nnn(CC(=O)N(c3ccc(F)cc3)C(C(=O)NC3CCCC3)c3ccco3)n2)o1 (stereo not given) | 1.0% | -2%[46.1 µM] | -3% | -1% | 1%[38.3 µM] | 0% | -3%
O=C1Nc2ccc([N+](=O)[O-])cc2OC1CCN1CCN(c2ccccc2)CC1 (stereo not given) | 4.5% | 26% | -4% | -2% | 3% | . | 5%
O=C(Nc1ccccc1)N1CCCN(c2ccc(C(F)(F)F)cc2[N+](=O)[O-])CC1 | 2.5% | ? | -7% | 8% | . | . | .
OC1(C(F)(F)F)CC(O)(C(F)(F)F)n2nc(-c3ccccc3)cc2N1 (stereo not given) | -2.4% | 9%[46.1 µM] | 1% | -3% | 19%[38.3 µM] | -5% | 0%
Cc1cccc2cc(C(c3nnnn3Cc3ccccc3)N3CCN(c4ccccc4)CC3)c(=O)[nH]c12 (stereo not given) | -1.0% | ? | -8% | -3% | ? | 0% | -2%
NC(=O)C1CCN(C(=O)c2ccc(NC3=NC4CS(=O)(=O)CC4S3)cc2)CC1 (stereo not given) | 0.8% | -9%[46.1 µM] | 3% | -13% | 8%[38.3 µM] | 4% | 18%
CCc1nc(Nc2ccc3c(c2)OCCO3)c2oc3ccccc3c2n1 | -6.1% | ? | 10% | -2% | 10%[38.3 µM] | ? | 9%
COC(=O)c1c(NS(=O)(=O)c2cccs2)sc2c1CCCC2 | -1.0% | 6%[46.1 µM] | -1% | 9% | 24%[38.3 µM] | 7% | 4%
O=C(CSc1nnnn1-c1ccc2c(c1)OCCO2)N1CCc2ccccc21 | -6.0% | -11%[46.1 µM] | 1% | 4% | . | ? | .
NC(=O)/C(=C/c1ccc2c(c1)OCO2)NC(=O)c1ccco1 | -1.1% | 5% | 2% | 6% | 2% | ? | 2%
O=C(Nc1ccc(Nc2ccccc2)cc1)C(Cl)Cl | -1.3% | -30% | -7% | -5% | 10% | -24% | -5%
Cn1c(-c2c(N)n(CCc3ccccc3)c3nc4ccccc4nc23)nc2ccccc21 | ? | -15%[46.1 µM] | ? | -14% | -18%[38.3 µM] | ? | -1%
CCc1nc2oc3ccccc3c(=O)c2c(=O)n1Cc1ccc(OC)cc1 | 0.7% | -16%[46.1 µM] | -2% | -4% | 4%[38.3 µM] | 7% | 0%
COc1ccc(-c2cc(C(F)(F)F)c(C#N)c(=O)[nH]2)cc1 | 0.0% | -19% | 10% | ? | . | . | .
Cc1ccc(-c2cc(C(=O)N/N=C/C(Br)=C/c3ccccc3)n[nH]2)o1 | 15% | -29% | -18% | 2% | 0% | ? | 1%
CCOc1cc(N2CCOCC2)c(OCC)cc1NC(=O)CN1C(=O)NC(C)(C2CC2)C1=O (stereo not given) | -1.3% | 16% | -6% | 7% | 5% | . | .
Cc1[nH]c(=O)c(C(=O)c2ccccc2O)cc1C(=O)O | 1.1% | 3% | 1% | -7% | 3% | 2%[1.84 µM] | 1%
CC(=O)OC(C(=O)NCCc1ccccc1)c1cccnc1 (stereo not given) | -0.7% | -6%[46.1 µM] | 4% | 2% | 3%[38.3 µM] | -2% | -3%
CC(=O)Nc1ccc(Br)cc1C(=O)C(=O)O | 0.0% | 11% | 2% | -9% | -1% | -9% | 0%
CN1CCN(C(=O)C2CC(c3ccc(F)cc3)=NO2)CC1 (stereo not given) | -7.1% | 0%[46.1 µM] | 1% | 0% | 10%[38.3 µM] | 11% | 1%
CC(Sc1nnc(NC2CCCCC2)s1)C(=O)Nc1ccc2c(c1)C(=O)c1ccccc1C2=O (stereo not given) | 1.0% | 9% | -14% | -8% | 17% | 7% | 0%
O=C(NC12CC3CC(CC(C3)C1)C2)c1ccccc1 | 4.0% | -12% | 4% | -18% | 4% | -7%[46 µM] | 1%
O=[N+]([O-])c1cccc(-c2noc(-c3cccs3)n2)c1 | 4.9% | 25% | 0% | 0% | . | . | .
COc1ccc2c(CC(=O)OCC(=O)Nc3sc4c(c3C#N)CCC(C)C4)coc2c1 (stereo not given) | -1.0% | 21% | -3% | -3% | -1% | -8% | 2%
CC(=O)C1=C(C)NC(SCC(=O)c2ccc(-c3ccccc3)cc2)=C(C#N)C1c1cccnc1 (stereo not given) | ? | -18%[46.1 µM] | 15% | 5% | 4%[38.3 µM] | ? | -3%
CN(C)CCCCOc1ccc(F)cc1 | 0.1% | 7% | -5% | -3% | -2% | 9%[46 µM] | 1%
Cn1c(=O)n(C)c2cc(C(=O)c3ccccc3)ccc21 | -2.0% | -9%[46.1 µM] | -3% | ? | 17%[38.3 µM] | -13% | 1%
Cc1cc(NC(=O)Cn2cc([N+](=O)[O-])cn2)n(Cc2ccc(F)cc2)n1 | -2.7% | -3% | 6% | -4% | -6% | 10%[9.22 µM] | 2%
O=S(=O)(Cc1ccccc1Cl)NCc1ccccc1 | 1.0% | 11% | 19% | -2% | 8% | 0%[9.22 µM] | 4%
CCC(C)NS(=O)(=O)c1ccc(NS(=O)(=O)c2ccccc2[N+](=O)[O-])cc1 (stereo not given) | 2.8% | 6% | 5% | 5% | -4% | . | 3%
O=C1C(=C2SCCCS2)CC/C1=C\c1ccc(F)cc1 | 1.1% | -9%[46.1 µM] | -10% | -4% | 0%[38.3 µM] | 14% | 11µM*

Complete entries as entered above.
Shown for Cc1cc(NC(=O)Cn2cc([N+](=O)[O-])cn2)n(Cc2ccc(F)cc2)n1 → Epigenetic derep = -2.7%; NPSR antagonist = -3%; CBFb RUNX1 block = 6%; GLA spleen mod = -4%; IMPase Li inh = -6%; Lamin A splicing = 10%[9.22 µM]; Luc counter = 2%
Shown for CCOc1cc(N2CCOCC2)c(OCC)cc1NC(=O)CN1C(=O)NC(C)(C2CC2)C1=O (stereo not given) → Epigenetic derep = -1.3%; NPSR antagonist = 16%; CBFb RUNX1 block = -6%; GLA spleen mod = 7%; IMPase Li inh = 5%; Lamin A splicing = .; Luc counter = .

The listing continues.
SMILES | Epigenetic derep | NPSR antagonist | CBFb RUNX1 block | GLA spleen mod | IMPase Li inh | Lamin A splicing | Luc counter
O=C(NCc1ccccc1)NC12CC3CC(CC(C3)C1)C2 | 1.1% | -13% | 9% | 11% | . | . | .
CCCC(=O)OC(C(=O)Nc1cc(C(F)(F)F)ccc1Cl)c1ccccc1 (stereo not given) | 0.0% | -19% | 19% | 5% | -2% | -2% | 3%
O=C(O)CC/C(=N\Nc1ccc([N+](=O)[O-])cc1)c1ccccc1 | 1.1% | 56% | 3% | -9% | . | ? | .
Cc1cccc(N2CCN(CCNC(=O)c3cc4c(s3)CS(=O)(=O)C4)CC2)c1C | 1.2% | -1%[46.1 µM] | -5% | 1% | 20%[38.3 µM] | -13% | 5%
O=[N+]([O-])c1cccnc1Oc1ccc(F)cc1 | -1.0% | -16% | -1% | 5% | . | . | .
O=C1C(Cc2ccc(F)cc2)SC(=Nc2ccccc2)N1c1ccccc1 (stereo not given) | 1.0% | -16% | 12% | 10% | 11% | ? | -2%
Clc1ccc(C2CSc3c4ncnc-4ncn32)cc1 (stereo not given) | -0.3% | 4%[7.67 µM] | -3% | 7% | . | . | .
COc1cc(C(=O)OCC(=O)c2cc(C)n(C)c2C)cc(NC(=O)c2ccco2)c1OC | 0.0% | 2%[46.1 µM] | -1% | 3% | 6%[38.3 µM] | 4% | -2%
CCCC(=O)N/C(N)=N/c1nc(C)c2ccccc2n1 | 1.1% | 4%[7.67 µM] | 3% | 5% | . | . | .
CCOCCn1c(CN2CCOCC2)nc2c1c(=O)[nH]c(=O)n2C | -1.0% | 3%[46.1 µM] | -6% | 4% | 2% | -4% | 2%
COc1ccc(OC)c(CN2CCC(C(=O)N3CCN(c4ccccc4F)CC3)CC2)c1 | -6.9% | 12% | 11% | 3% | 3% | ? | -1%
CC(C)(C)C1=C(C#N)C(c2ccncc2)C(C#N)=C(N)O1 (stereo not given) | -1.0% | -21% | 6% | 5% | -6% | -2% | -2%
CCN(CCn1cccn1)C(=O)CCc1nnc(-c2ccc3c(c2)OCO3)o1 | -0.1% | -18% | 11% | 8% | 2% | . | .
COc1ccccc1-n1c(CNc2ccc(F)cc2)nnc1SCC(=O)Nc1cc(C)on1 | 4.0% | 11%[46.1 µM] | -10% | -10% | -3% | -15% | 1%
CCCn1c(N2CCN(C(=O)N3CCCCC3)CC2)nc2ccccc21 | 0.0% | ? | -6% | -5% | 3%[38.3 µM] | 1% | 8%
COc1cccc(CN2CCN(C(=O)Nc3ccc([N+](=O)[O-])cc3)CC2)c1 | -0.9% | 47% | -1% | 1% | 6% | . | 0%
Cc1ccc(NC(=O)CSc2nnc(C3COc4ccccc4O3)o2)c(Cl)c1 (stereo not given) | 1.1% | -2% | 11% | -1% | 0% | . | 0%
Cc1c(C(=O)Nc2ccc(F)cc2)oc2ccc(S(=O)(=O)N3CC(C)CC(C)C3)cc12 (stereo not given) | 5.2% | 5%[46.1 µM] | 8% | 1% | 31%[activator][38.3 µM] | ? | -2%
